TRPC4 block = blocks the mouse TRPC4 cation channel; hit rate 0.39% among 300,000; AID 2247; Q9QUQ5; HEK293 TRPC4beta/mu-opioid, DAMGO-evoked Fluo4 calcium flux; hits give low values; B-score at 10 µM;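 active = B-score over 3 SD under the library average, no early fluorescence shift, positive overall ratio signal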
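Assay system: HEK293 cells with stable TRPC4beta plus mu-opioid receptor expression; Probe or stimulus: DAMGO in two steps, submaximal then maximal; Dosing: single-point compound dosing; Measured by: Fluo4 calcium-dye fluorescence, kinetic read; Read-out basis: B score from integrated Fluo4 fluorescence ratio.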
SKKanGAS inh = inhibitors of SKKanGAS S. pyogenes growth in kanamycin (SK-promoter or general growth effect); BacTiter-Glo, 6 h; inhibition, % at 7.5 µM; hit rate 1.3% among 300,000;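 active = mean replicate score, as percent of positive control median, at least 50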;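 note: strain carries kanamycin resistance gene driven by streptokinase promoter and grows in 40 µg/ml kanamycin; loss of luminescence reflects streptokinase promoter inhibition or plain growth inhibition; 0% = median of DMSO wells and 100% = positive control at its reference dose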
MrgX1 PAM = allosterically activates human MrgX1 receptor signaling. Q96LB2. AID 588675. MrgX1-HEK293, Fluo-4 calcium flux, FDSS; hits give high values. hit rate 0.63% among 310,000. B-score at 10 µM;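 active = plate-corrected calcium response at least 3 library SD above typical, normal starting fluorescence, not activating the receptor alone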;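 note: compound read alongside a low EC10 to EC30 dose of BAM8-22 agonist; peak minus trough fluorescence over baseline measured at the second addition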
Target sequence (Q96LB2 whole entry, looked up): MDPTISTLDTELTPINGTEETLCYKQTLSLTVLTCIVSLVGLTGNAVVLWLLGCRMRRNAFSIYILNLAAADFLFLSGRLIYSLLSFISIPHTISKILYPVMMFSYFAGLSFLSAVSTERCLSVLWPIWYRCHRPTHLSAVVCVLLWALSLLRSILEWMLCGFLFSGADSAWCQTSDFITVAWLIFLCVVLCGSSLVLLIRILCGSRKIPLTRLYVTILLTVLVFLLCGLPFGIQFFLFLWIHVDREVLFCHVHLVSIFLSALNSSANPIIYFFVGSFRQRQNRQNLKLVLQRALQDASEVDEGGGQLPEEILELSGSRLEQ
Platelet DG rel = platelet dense granule release activity; inhibition, %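 (compounds screened at 7.5 µM in platelet-rich plasma)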; human platelet-rich plasma, SFLLRN dense granule ATP release, luminescence; hit rate 0.22% among 300,000;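 active = mean replicate score, as percent of positive control, at or above 50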
RGS4 pot = potentiators or activators of RGS4; hit rate 0.92% among 310,000; AID 463111; HEK293 M3R/inducible RGS4, carbachol calcium flux Fluo4; hits give low values; B-score at 10 µM;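 active = B-score of the integrated calcium signal more than 4 SD below the library mean, with starting fluorescence not abnormally high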;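 note: negative B-score means reduced calcium response which marks RGS4 activation or potentiation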
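Also added: carbachol at ECmax as muscarinic agonist stimulus; Assay system: HEK293 cells with stable M3R and inducible RGS4; Timing: overnight RGS4 induction, 30 min dye load 37 °C, 20 min compound RT; Measured by: Fluo4-AM (2 µM) calcium-flux fluorescence, kinetic read.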
RGS4 inh = inhibitors of human RGS4; hit rate 0.45% among 310,000; HEK293 M3R/RGS4 inducible, Fluo-4 calcium flux; hits give high values; triggered by carbachol at its EC20; P49798; B-score at 10 µM;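 active = B-score, a plate-corrected calcium signal, over three deviations above library mean, with baseline fluorescence within five deviations of library mean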;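 note: RGS4 expression induced by doxycycline in cells with stable M3 receptor; B-score is computed from the integrated fluorescence ratio over baseline after carbachol; higher B-score means a larger calcium signal and so more RGS4 inhibition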
Target sequence (P49798 whole entry, looked up): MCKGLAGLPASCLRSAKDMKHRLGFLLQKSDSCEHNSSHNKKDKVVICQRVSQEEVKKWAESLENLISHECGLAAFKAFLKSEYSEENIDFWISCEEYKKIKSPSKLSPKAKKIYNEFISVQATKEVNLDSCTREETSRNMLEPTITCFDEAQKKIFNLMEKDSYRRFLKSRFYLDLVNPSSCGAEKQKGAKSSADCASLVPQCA
TRPC6 activator = activators of mouse TRPC6 channel; hit rate 0.13% among 310,000; HEK293-TRPC6 membrane potential dye fluorescence; hits give high values; Q61143; B-score at 10 µM;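 active = B-score of the integrated fluorescence ratio above library mean plus 3 SD, and starting fluorescence ratio within library mean plus 5 SD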;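 note: higher score means more depolarization so channel activation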
HIF activator = HIF pathway transcriptional activation; hit rate 0.32% among 300,000; activation, % at 7.5 µM (by protocol); AID 1910; U2OS HRE-luciferase reporter, luminescence; normalized: DMSO 0%, desferrioxamine 100%;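 active = mean activation of at least 10% of the iron chelator positive control signal, with at least half of replicates also reaching 10%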
TRPC6 inh = blocks the mouse TRPC6 cation channel. Q61143. HEK293-TRPC6, membrane potential dye, ACh-evoked depolarization; hits give low values. B-score at 10 µM. hit rate 1.1% among 310,000;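 active = B-score under library mean minus 3 SD, initial fluorescence not abnormally high, positive integrated signal ratio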;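 note: B-score derived from integrated fluorescence ratio over the kinetic read; more negative B-score means stronger inhibition of depolarization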
MrgX1 ag = activates human MrgX1 receptor signaling | Q96LB2 | MrgX1-HEK293 cells, Fluo-4 calcium fluorescence, agonist mode; hits give high values | B-score at 10 µM | hit rate 0.44% among 310,000 | AID 588627;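 active = calcium response B-score plate-corrected fluorescence ratio at least 3 library SD, with starting fluorescence B-score inside 5 SD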
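Material – MrgX1-expressing HEK293 cells · Input – 15,000 cells seeded per well · Dosing – compound as first of three additions · Times – overnight seeding, then 1 h dark dye loading · Measured by – kinetic Fluo-4 NW fluorescence of intracellular calcium · Read-out – B-scored fluorescence response ratio · Benchmarks – positive and negative control wells on each plate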
MrgX1 antagonist = blocks BAM8-22 activation of human MrgX1 receptor; MRGX1-HEK293 calcium flux, Fluo-4, BAM8-22 antagonism; hits give low values; B-score at 10 µM; hit rate 1.3% among 310,000; AID 588676;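 active = calcium-response B-score plate-corrected more than 3 library SD below zero, starting fluorescence within 5 deviations, no agonist response on first addition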;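 note: peak minus trough fluorescence over baseline after final BAM8-22 challenge near maximal dose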
Active calls of the source: *; i = inactive; x = not tested or not shown.

Below each compound: TRPC4 block, SKKanGAS inh, MrgX1 PAM, Platelet DG rel, RGS4 pot, RGS4 inh, TRPC6 activator, HIF activator, TRPC6 inh, MrgX1 ag, MrgX1 antagonist
CC(C)Oc1ccc(C(=O)NC2(C(F)(F)F)N=C3SCCN3C2=O)cc1 (stereo not drawn)
    i, 0.1, i, 0.0, i, i, i, 0.3, i, i, i
Cc1ccccc1NC(=O)c1ccc(NS(=O)(=O)c2cc(C(C)(C)C)cc(C)c2C)cc1
    i, 25.6, i, -1.5, i, i, i, -1.5, i, i, i
NC(=O)c1cc(NC(=O)CCCc2nc3ccccc3s2)cc(C(N)=O)c1
    i, -3.2, i, 1.5, i, i, i, -0.2, i, i, i
Cc1cccc(C)c1NC(=O)C(c1cccs1)N(Cc1ccco1)C(=O)Cn1nnc2ccccc21 (stereo not drawn)
    i, 4.6, i, 0.6, i, i, i, 0.1, i, i, i
O=C(Nc1ccc(Br)cc1)c1ccc(Br)c(S(=O)(=O)Nc2cccnc2)c1
    i, 13.0, i, 1.2, i, i, i, -0.5, i, i, i
COC(=O)CSc1nnc(-c2cccnc2)o1
    i, 0.5, i, 5.9, i, i, i, 0.2, i, i, i
COc1ccccc1NC(=O)CN1CCC(n2nnc3cc(F)ccc32)CC1
    i, 31.2, i, 0.3, i, i, i, 0.0, i, i, i
CCn1c(CNC(=O)COC)nc2ccccc21
    i, -4.5, i, 1.0, i, i, i, -0.2, i, i, i
Cc1ccc(S(=O)(=O)N2CCOC2CNC(=O)C(=O)NCCc2ccccc2)cc1 (stereo not drawn)
    i, 6.2, i, 2.4, i, i, i, 0.1, i, i, i
CS(=O)(=O)Nc1ccc(C(=O)Nc2cccc([N+](=O)[O-])c2)cc1
    i, -7.2, i, -1.4, i, i, i, 0.0, i, i, i
N/C(=N\OC(=O)c1ccccc1F)c1ccc([N+](=O)[O-])cc1
    i, -4.4, i, -4.4, i, i, i, 0.6, i, i, i
CC1(C)Cc2c(c(N3CCCC3)[nH]c(=S)c2C#N)CO1
    i, -4.2, i, 8.6, i, i, i, -0.2, i, i, i
COc1ccc(-c2cccc(C3CC=CC4C3C(=O)N(Cc3ccccc3)C4c3ccc(C(F)(F)F)cc3)c2)cc1 (stereo not drawn)
    i, 2.0, i, -0.7, i, i, i, -0.5, i, i, i
CN(c1ccccc1)S(=O)(=O)c1cccc(NC(=O)CN2CCc3ccccc3C2)c1
    i, -3.3, i, 14.3, i, i, i, -0.1, i, i, i
CCOc1ccccc1OCCOc1ccccc1CC
    i, 1.9, i, -2.2, i, i, i, -0.4, i, i, i
CCN(Cc1ccccc1)C1CCN(Cc2ccccc2)CC1
    i, 4.2, i, -11.2, i, i, i, 0.7, i, i, i
COc1cc(OC)c(OC)cc1/C=C1\Oc2cc(OCC(=O)N3Cc4ccccc4C[C@H]3C(=O)O)ccc2C1=O
    i, 7.1, i, -3.3, i, i, i, -0.2, i, i, i
Cc1cc(C(=O)OCC(=O)Nc2c(Cl)cccc2C(F)(F)F)c(C)o1
    i, -3.5, i, -1.4, i, i, i, -4.0, i, i, i
Cc1cccc(C(=O)OCc2cc3ccccc3[nH]c2=O)c1
    i, 11.0, i, x, i, i, i, -0.2, i, i, i
COc1cccc(N2CCN(C(=O)c3ccc4nc(N5CCC(C)CC5)sc4c3)CC2)c1
    i, 21.6, i, 2.6, i, i, i, 2.7, i, i, i
Cc1cccc(NC(=O)c2cc(-c3cc(C)c(C)cc3O)n[nH]2)c1
    i, 0.3, i, 2.2, i, i, i, 1.4, i, i, i
CCOc1ccc(S(=O)(=O)NCCC(=O)N(CC)CC(=O)Nc2c(F)cccc2F)cc1
    i, -1.2, i, 1.3, i, i, i, 1.1, i, i, i
CCOc1ccc(/C=C(\C(=O)O)c2ccc(S(=O)(=O)N3CCOCC3)s2)cc1OC
    i, 5.3, i, 3.6, i, i, i, -0.8, i, i, i
C/C(CC(=O)Nc1ccc(Cl)cc1Cl)=N\NC(=O)C(=O)N1CCCC1
    i, -14.1, i, 2.2, i, i, i, 0.4, i, i, i
CCN1CCCC1CNC(=O)COc1cc(=O)n(C)c2ccccc12 (stereo not drawn)
    i, -6.9, i, 3.8, i, i, i, -0.6, i, i, i
CCN1CCN(c2ncnc3c2nnn3Cc2ccccc2)CC1
    i, -0.8, i, -3.0, i, i, i, 0.1, i, i, -4.58*
O=C(CSc1nnc2n(C3CCCC3)c(=O)c3ccccc3n12)N1CCCCCC1
    i, -5.3, i, -15.9, i, i, i, 1.3, i, i, i
CC(C)C(NC(=O)C12CC3CC(CC(C3)C1)C2)C(=O)N/N=C/C1=C(N2CCOCC2)C(=C\c2ccc([N+](=O)[O-])cc2)/CC1 (stereo not drawn)
    i, 10.4, i, 7.4, i, i, i, -0.2, i, i, i
Cc1ccc(C)c(C(=O)Cn2ncc(Cl)c(Cl)c2=O)c1
    i, -1.7, i, 5.6, i, i, i, -1.3, i, i, i
CCOc1ccc(-c2cc(C(=O)NCCCn3ccnc3)c3ccccc3n2)cc1
    i, 16.0, i, -0.4, i, i, i, 1.9, i, i, i
CCN(CC)CCN(C(=O)c1ccc(C(=O)c2ccccc2)cc1)c1nc2ccc(OC)cc2s1
    i, 1.1, i, -10.4, i, i, i, 0.0, i, i, i
Clc1nc2nc3n(c2nc1Cl)CCC3
    i, 8.4, i, 5.7, i, i, i, -0.5, i, i, i
C/C(=N\NC(=O)C(=O)Nc1c(C)n(C)n(-c2ccccc2)c1=O)c1ccc(Cl)s1
    i, -5.0, i, -1.8, i, i, i, 0.4, i, i, i
COCc1ccc(C(=O)N2CCCCC2C(=O)Nc2ccc(-n3nc(C)cc3C)cc2)o1 (stereo not drawn)
    i, 4.9, i, -9.7, i, i, i, -0.1, i, i, i
CCC(=O)Nc1c(S(=O)(=O)c2ccccc2)c2nc3ccccc3nc2n1C(C)c1ccccc1 (stereo not drawn)
    i, 7.4, i, 7.2, i, i, i, -0.1, i, i, i
CCOC(=O)C1=C(COC(=O)/C=C/c2ccccc2Cl)NC(=O)NC1C (stereo not drawn)
    i, 1.8, 8.47*, 1.4, i, i, i, 1.7, i, i, i
CC(C)c1ccc(N(CCc2ccccn2)C(=O)C(C)(C)C)cc1
    i, 3.8, i, -18.1, i, i, i, 0.0, i, i, i
CCc1ccc2oc(=O)cc(CN3CCC(C)CC3)c2c1
    i, 13.9, i, -2.2, i, i, i, -0.1, i, 29.3*, i
CC(C)COc1ccc(CNC(=S)N/N=C/c2ccc([N+](=O)[O-])cc2)cc1
    i, -4.0, i, -2.3, i, i, i, 0.3, i, i, i
O=C1CN(C(=O)COC(=O)c2ccc[n+]([O-])c2)c2ccccc2N1
    i, 3.9, i, -0.9, i, i, i, 0.1, i, i, i
CC(=O)c1ccc(OCCCC(=O)N2CCN(S(=O)(=O)c3ccc(C(C)C)cc3)CC2)cc1
    i, -6.7, i, 0.5, i, i, i, 0.1, -9.25*, i, i
O=C(NC1CCCN(c2ccc(C(F)(F)F)cn2)C1)c1ccncc1 (stereo not drawn)
    i, 1.7, i, 0.9, i, i, i, 0.7, i, i, i
COC(=O)C1=CN(Cc2cccs2)C=C(C(=O)OC)C1c1ccc(OC)cc1OC
    i, 1.3, i, -0.5, i, i, i, -0.7, i, i, i
Clc1ccccc1Cc1noc(CN2CCCCC2CCc2ccccn2)n1 (stereo not drawn)
    i, -1.4, i, -6.4, i, i, i, 0.1, i, i, i
CSCCCNC(=S)Nc1ccc(N2CCOCC2)cc1
    i, -5.6, i, -1.1, i, i, i, 1.9, i, i, i
CCOc1ccc(N(C)S(=O)(=O)c2ccc(C)c(C(=O)OCC(=O)c3c[nH]c4ccccc34)c2)cc1
    i, 12.1, i, 7.8, i, i, i, -0.1, i, i, i
CC(=O)Nc1cccc(NC(=S)Nc2ccc(F)c(Cl)c2)c1
    i, -13.8, i, -2.5, i, i, i, 0.3, i, i, i
Cc1cccc(C)c1NS(=O)(=O)c1cc2c3c(c1)CC(=O)N3CCC2
    i, -11.2, i, -10.2, i, i, i, -0.2, i, i, i
Cc1ccc(S(=O)(=O)NCC(c2ccc3c(c2)OCO3)N2CCN(c3ccccc3)CC2)cc1 (stereo not drawn)
    i, -5.5, i, 21.1, i, i, i, 0.3, i, i, i
CCC(=O)Oc1ccc(-c2cnc3ccccc3n2)cc1
    i, -13.0, i, 24.0, i, i, i, 1.2, i, i, i

Further results
Below each compound: TRPC4 block, SKKanGAS inh, MrgX1 PAM, Platelet DG rel, RGS4 pot, RGS4 inh, TRPC6 activator, HIF activator, TRPC6 inh, MrgX1 ag, MrgX1 antagonist
Fc1ccc(NC(=S)Nc2ccccc2Cl)cc1
    i, -2.4, i, -2.7, i, i, i, 0.2, i, i, i
Cc1cc(C(=O)CSc2cccc[n+]2[O-])c(C)n1-c1ccc(OC(F)F)cc1
    i, -1.0, i, 2.1, i, i, i, 1.5, i, i, i
N#C/C(C(=O)Oc1ccccc1)=C1\C=CC=CN1
    i, 0.8, i, 1.1, i, i, i, 0.6, i, i, i
Cc1cc(C)c2[nH]c(=O)c(C(c3nnnn3Cc3ccc4c(c3)OCO4)N3CCCCC3)cc2c1 (stereo not drawn)
    i, 4.7, i, 0.9, i, i, i, -0.2, i, i, i
COc1cccc(CNn2cn[nH]c2=S)c1OCc1ccccc1
    i, 2.8, i, -0.4, i, i, i, 0.1, i, i, i
Cc1cc(C)c2nc(N3CCCC(C(=O)NCCN4CCOCC4)C3)sc2c1 (stereo not drawn)
    i, -3.7, i, -2.2, i, i, i, 0.8, i, i, i
CCC1Oc2ccc(C)cc2N(CC(=O)N(Cc2ccc(C)o2)C2CC(C)(C)NC(C)(C)C2)C1=O (stereo not drawn)
    i, 5.1, i, 3.6, i, i, i, -0.3, i, i, i
CC(=O)OCC1(C)CN(c2ccccc2)N(C(=O)c2ccc(F)cc2)C1=O (stereo not drawn)
    i, 3.0, i, 0.4, i, i, i, 0.0, i, i, i
COc1ccc(-c2nnn(CC(=O)NCc3ccccc3)n2)cc1OC
    i, -7.5, i, 3.2, i, i, i, 0.1, i, i, i
CCCOc1ccc(CNC(=O)C2CCN(C(=O)N3CCOc4ccccc43)CC2)cc1
    i, 5.9, i, -11.8, i, i, i, 0.0, i, i, i

Compound activity (PubChem)
